S1P4 agonist: activates the human S1P4 receptor | O95977 | 220,000 compounds, 0.35% hits | activation, % at 4.98 µM | S1P4-expressing cell line, agonist reporter assay | AID 1509; in the data active means activation above about 11%;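 further: 0% = DMSO vehicle and 100% = reference agonist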
Runt-CBFb FRET: inhibitors of human RUNX1 Runt domain binding to CBFb. Cerulean-Runt/Venus-CBFb FRET ratio 530/480, 1 h. inhibition, % at 20 µM. 220,000 compounds, 0.46% hits. AID 1496;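 active means inhibition over about 50% at 20 µM in the single-dose screen, limit read from the data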;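 further: 0% = DMSO wells and 100% = excess unlabeled CBFb competitor control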
Target sequence (Q01196 whole entry, looked up, the tested form may be a part): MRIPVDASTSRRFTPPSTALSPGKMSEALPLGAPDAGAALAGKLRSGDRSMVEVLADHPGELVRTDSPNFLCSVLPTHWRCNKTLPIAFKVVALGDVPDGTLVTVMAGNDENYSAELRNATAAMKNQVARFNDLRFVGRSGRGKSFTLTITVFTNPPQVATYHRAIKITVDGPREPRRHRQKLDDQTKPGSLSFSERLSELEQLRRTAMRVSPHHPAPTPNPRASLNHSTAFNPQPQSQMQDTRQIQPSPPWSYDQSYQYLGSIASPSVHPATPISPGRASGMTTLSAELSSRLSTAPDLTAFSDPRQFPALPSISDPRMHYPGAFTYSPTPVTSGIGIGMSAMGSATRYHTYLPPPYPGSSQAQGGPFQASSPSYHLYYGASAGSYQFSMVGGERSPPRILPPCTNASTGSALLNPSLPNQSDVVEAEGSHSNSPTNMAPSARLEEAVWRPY
Target sequence (Q13951 whole entry, looked up, the tested form may be a part): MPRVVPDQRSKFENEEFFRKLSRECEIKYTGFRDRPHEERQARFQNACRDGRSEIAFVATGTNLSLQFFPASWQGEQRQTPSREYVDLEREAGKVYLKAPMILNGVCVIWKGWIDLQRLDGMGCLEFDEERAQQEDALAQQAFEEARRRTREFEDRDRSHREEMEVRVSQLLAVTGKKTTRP
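test system = Cerulean-tagged RUNX1 Runt domain (FRET donor) fusion protein | reagent = Venus-CBFb binding partner, 100 nM | incubation = protein complex preformed 1 h, compound exposure 1 h, room temperature, dark | detection = FRET fluorescence | read-out basis = loss of energy transfer signal | controls = 5 µM unlabeled CBFb as full-inhibition high control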
NPY2 pot ag: human NPY-Y2 potentiation or agonism, primary screen; P49146; cells expressing NPY-Y2, potentiator/agonist read-out; activation, % at 3.6 µM; 220,000 compounds, 0.45% hits; in the data active means activation above about 27%;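 further: cells stimulated with NPY near EC25 plus isoproterenol at EC100; 0% = vehicle plus submaximal agonist and 100% = vehicle plus saturating agonist; some results beyond the cut were filed as inactive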
Ba/F3 V617F tox: loss of viability in JAK2V617F-driven Ba/F3 cells; Ba/F3 EpoR-JAK2V617F viability, ATP luminescence; inhibition, % at 5.6 µM; 220,000 compounds, 1.1% hits; AID 1446;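 active means inhibition above the campaign mean plus 3 SD over all tested compounds, cut at about 24% in these data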;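 further: cytokine-independent growth of Ba/F3 cells driven by EpoR plus mutant JAK2; 0% = DMSO-treated cells and 100% = JAK inhibitor I control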
RBBP9 inhibitor: inhibitors of human serine hydrolase RBBP9; O75884; recombinant RBBP9, FP-Rh probe fluorescence polarization; inhibition, % at 7.94 µM; 220,000 compounds, 0.2% hits; AID 1515;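 active means inhibition above the campaign mean of all tested compounds plus 3 SD, cut at about 14% in these data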;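 further: plate controls were DMSO wells with RBBP9 for no effect and wells lacking RBBP9 protein for full effect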
Target sequence (O75884 whole entry, looked up): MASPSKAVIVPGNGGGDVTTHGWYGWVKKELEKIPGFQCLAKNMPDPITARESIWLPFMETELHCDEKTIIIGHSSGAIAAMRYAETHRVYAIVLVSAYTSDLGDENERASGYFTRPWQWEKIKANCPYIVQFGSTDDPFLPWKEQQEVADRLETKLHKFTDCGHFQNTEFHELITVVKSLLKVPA
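Test system: recombinant human RBBP9; Timing: 30 min then 45 min, 25 °C; Detection: fluorescence polarization; Control set: RBBP9 with DMSO as uninhibited control, no-protein wells as full inhibition; Compound dosing: one concentration, 7.94 µM nominal, 0.794% DMSO; Probe or stimulus: FP-Rh activity-based probe, 375 nM before mixing.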
S1P4 antagonist: human S1P4 receptor antagonism. O95977. S1P4-expressing cells, antagonist mode, reporter read-out. inhibition, % at 4.98 µM. 220,000 compounds, 0.26% hits; in the data active means inhibition above about 29%;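 further: 0% = wells stimulated with agonist and 100% = vehicle wells without agonist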
BaF3 parental: counter-screen for JAK2V617F inhibitors: parental Ba/F3 viability inhibitors; CellTiter-Glo ATP luminescence; inhibition, % at 5.6 µM; 220,000 compounds, 1.1% hits;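 active means inhibition above a per-campaign cutoff, the mean inhibition of all tested compounds plus 3 SD, cut at about 27% in these data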;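 further: 0% = DMSO wells and 100% = JAK Inhibitor I control wells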
NPY-Y1 PAM-ag: human NPY-Y1 potentiation or agonism, primary screen; activation, % at 3.6 µM; AID 1304; 220,000 compounds, 0.37% hits; P25929; NPY-Y1 expressing cells, potentiator/agonist activation; in the data active means activation above about 33%, passing the limit was not always enough;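 further: cells stimulated with NPY at EC10 then isoproterenol at EC100; 0% = low agonist plus stimulus and 100% = saturating agonist plus stimulus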
NPY-Y1 antag: NPY-Y1 (human) receptor antagonism. P25929. HEK293-CNG Y1 cells, membrane potential fluorescence; NPY at EC95, then isoproterenol. inhibition, % at 3.6 µM. 200,000 compounds, 1% hits. AID 1040;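 active means inhibition above the campaign mean inhibition of all tested compounds plus 3 SD, cut at about 20% in these data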;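 further: 0% = DMSO wells given NPY plus isoproterenol and 100% = isoproterenol alone without NPY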
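Assay system: HEK293 Y1/CNG channel cell line; Doses: single compound dose of 3.6 µM, 0.4% DMSO; Timing: dye 3 h, compound 60 min room temperature, stimulation 45 min; Technique: Membrane-potential fluorescent dye readout; Measure: % inhibition of NPY effect.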
Numbers without * were called inactive; . = not tested or not shown. An unsorted share of the library, and some 3.6% of all compounds hit somewhere here.

smiles	NPY2 pot ag	S1P4 antagonist	NPY-Y1 PAM-ag	NPY-Y1 antag	BaF3 parental	Ba/F3 V617F tox	Runt-CBFb FRET	RBBP9 inhibitor	S1P4 agonist
Cc1occc1C(=O)N/N=C/c1ccc(Cl)c([N+](=O)[O-])c1	8	-11	12	-3	6	-3	2	-2	0.4
Cc1cc(NS(=O)(=O)c2ccc(NC(=O)CCSc3ccc(F)cc3)cc2)nc(C)n1	8	-5	-6	.	1	-1	-1	-6	0.4
Cc1cc(C(=O)NNS(=O)(=O)c2cccc(Cl)c2)nn1C(C)(C)C	6	-6	5	.	5	-1	0	-12	-0.3
CC1=C(c2ccc(C)cc2)[N+](=O)C(C)(C)N1[O-]	4	-7	5	0	0	-5	.	-4	1.1
C=CCNC(=O)C1CCN(c2c([N+](=O)[O-])cc(C(F)(F)F)cc2[N+](=O)[O-])CC1	-6	-11	-23	2	2	0	-2	-4	-1.3
c1ccc(-c2ccccc2OCCCN2CCCCC2)cc1	-6	0	13	28*	1	0	-2	-7	0.3
Cc1ccc(C(=O)c2cc([N+](=O)[O-])ccc2N2CCCCC2)cc1C	1	9	-7	2	75*	83*	-2	5	-1.3
COc1ccccc1N1CCN(c2cc(C)nc3nc(C)nn23)CC1	11	-14	22	2	9	2	-3	-4	-0.4
COc1ccc(CCNC(=O)CC2SC(=NCCC(C)C)NC2=O)cc1OC (centres undefined)	4	-26	-1	-8	-1	-2	3	-5	2.8
O=C(Nc1cc(Sc2nc3ccccc3s2)cc([N+](=O)[O-])c1)c1cccc(F)c1F	-5	-25	-38	0	9	4	4	-3	6.2
COc1cccc(C(=O)Nc2cc3c(cc2C(C)=O)OCCO3)c1	9	-18	0	14	8	5	-11	-7	0.6
O=C(NCc1ccco1)C(Cc1ccccc1)N1C(=O)C2C3C=CC(C3)C2C1=O (centres undefined)	5	-16	1	-1	2	0	2	-4	-2.0
COc1ccc(Nc2nc(=O)[nH]nc2C)cc1	9	-4	4	-1	3	0	1	-10	0.2
CC1CC(NC(=O)/C(C#N)=C/c2ccc[nH]2)CC(C)(C)C1 (centres undefined)	-16	13	8	.	-8	2	0	-2	1.6
Cc1cccc(NC(=O)CSc2nc3c(c(=O)[nH]2)CCCC3)c1C	-4	-13	-9	4	1	-4	-2	-4	-4.6
CC(=O)c1cccc(NC(=S)N2CCN(CCN3C(=O)c4cccc5cccc(c45)C3=O)CC2)c1	1	-6	9	8	3	1	-2	-6	0.4
O=C(c1ccc(Br)o1)N(c1ccc(Br)cc1)C1C=CS(=O)(=O)C1 (centres undefined)	5	-4	-13	2	4	-1	-2	5	0.0
O=C(c1ccc2c3c(cccc13)CC2)C1CCCN(C(=O)c2cc[n+]([O-])cc2)C1 (centres undefined)	-2	0	5	0	8	-1	3	-1	1.7
N#CC1=C(N)NC(SCC(=O)c2ccc(Br)cc2)=C(C#N)C12CCCCC2	18	15	10	-6	3	-3	-3	-8	2.4
CCOc1ccccc1NC(=O)C(CC(C)C)NC(=O)C1CCC(C)CC1 (centres undefined)	-15	1	14	3	5	-2	1	-6	1.6
CC1CCCCN1C(=O)c1ccc(OC2CCN(S(=O)(=O)N(C)C)CC2)cc1 (centres undefined)	3	3	-5	-3	6	0	0	-4	2.6
Cc1ccc2cc(CN(C(=O)c3ccco3)c3cccc(C)c3C)c(=O)[nH]c2c1	0	4	17	.	-5	2	16	2	0.7
CCn1c(/C=C/N(C(C)=O)c2ccccc2)[n+](CC)c2ccc(Cl)cc21	7	-6	2	1	10	-4	-1	-4	-0.4
Cc1ccc2[nH]c(=O)c3cc(C(=O)N(C)c4ccc(C)c(C)c4)sc3c2c1	-19	-6	-39	.	-8	-3	2	-7	0.5
CN1CC[n+]2c(CN3C(=O)c4ccccc4C3=O)csc21	-22	9	-9	2	9	7	-7	-2	0.0
CCCCNc1ccc2c3c(cccc13)C(=O)N(CCCC)C2=O	2	45*	-7	.	-2	2	-281	0	0.2
O=C1c2ccccc2NC(c2ccc(O)cc2)N1Cc1ccco1 (centres undefined)	2	-1	11	-1	3	0	5	-8	2.2
CC(=O)c1oc2ccccc2c1N	-3	-7	-2	7	10	0	-1	-10	-1.4
CCOC(=O)c1ccc(NC(=O)N2CCN(C3CCCCC3)CC2)cc1	3	-30	-2	11	1	-1	1	-12	-0.4
O=C(CN1CCN(c2ccc(F)cc2)CC1)OCc1ccccc1	-9	9	-33	2	2	-2	0	4	-2.2
Cc1ccc2c(c1)c(CC(=O)Nc1ccc(C)c(F)c1)c(C(=O)O)n2C	1	4	-30	2	8	0	1	-2	-2.3
COc1ccc(O)c(/C=N/NC(=O)c2cc(=O)[nH]c3ccccc23)c1	-31	6	-4	.	0	2	4	-6	0.1
CC1CCCCC12NC(=O)N(CC(=O)NC(=O)Nc1ccc3c(c1)OCCO3)C2=O (centres undefined)	6	9	22	-1	3	0	1	-1	-2.2
Cc1cc(C)cc(NC(=O)c2ccc(CNc3c(N4CCOCC4)c(=O)c3=O)cc2)c1	-1	-17	-6	8	10	1	-3	-1	-1.0
CCOC(=O)c1c(NC(=O)C2CCCCC2C(=O)O)sc2c1CCCCC2 (centres undefined)	22	-22	-19	3	7	4	-2	0	0.0
O=C(CSc1nnnn1-c1ccc(O)cc1)c1ccc(F)cc1	19	6	-7	.	-2	-4	2	-12	0.7
COCc1cc(=O)n2[nH]c(C)cc2n1	8	-9	-6	-4	2	-3	2	-4	0.0
CN(C)S(=O)(=O)c1ccc(Cl)c(NC(=O)COC(=O)/C=C/c2ccc(S(=O)(=O)N3CCOCC3)cc2)c1	9	-10	-33	5	2	0	-4	-11	3.8
CCOC(=O)c1nnn(CC(=O)NC(=O)Nc2cccc(CC)c2)c1C(=O)OCC	-7	-12	-2	2	6	0	-2	-5	2.4
O=C(N/N=C/c1ccc([N+](=O)[O-])o1)C(=O)Nc1ccc(C(=O)O)cc1	-3	2	-7	.	5	-1	13	-9	0.4
CC(C)NC(=O)c1ccc(Cl)cc1Cl	-4	-19	-9	1	-1	-2	0	-7	0.0
CCOc1ccc(-n2c(=O)c3c4c(sc3n(CC(=O)NCC3CCCO3)c2=O)CCC4)cc1 (centres undefined)	5	10	8	3	5	-1	0	-3	2.5
COc1cc2[nH]c(C(=O)NN)c(N)c2cc1OC	4	17	13	.	0	-4	3	-2	0.1
CC(C)(C)NC(=O)COc1ccc(CNn2nnnc2N)cc1	-1	-3	-2	-1	0	0	-2	4	2.4
NC(=O)c1c(NC(=O)c2ccncc2)sc2c1CCCC2	3	-9	-3	-7	13	4	-2	0	0.2
Cc1ccccc1NC(=O)C1c2ccccc2Oc2ccccc21	8	-2	6	3	6	-3	4	-4	1.6
O=C(O)C1C2CCCCC2=C2CCCCC2C1C(=O)O (centres undefined)	9	13	3	0	1	0	-5	-6	0.4
COC(=O)CCC(=O)Nc1cc(S(=O)(=O)Nc2ccc(Cl)cc2)ccc1N1CCOCC1	5	-14	6	-8	14	17	0	6	-1.2
Cc1ccc(NC(=S)Nc2cccnc2)c(S(=O)(=O)N2CCCCC2)c1	-1	-21	22	-2	4	-2	1	-2	0.3
CCCCCn1c(=O)[nH]c2cc(C(=O)NCCCN(CC)CC)ccc2c1=O	20	6	3	1	0	-3	-1	-6	-1.4
CC[n+]1c(/C=C(\C)Nc2ccccc2)sc2ccccc21	-1	-10	-18	7	1	-3	3	-4	-0.6
O=C(Cc1c(F)cccc1Cl)Nc1ccc(S(=O)(=O)NCC2CCCO2)cc1 (centres undefined)	-9	6	-5	-1	1	4	0	-4	-2.7
O=C(COC(=O)c1cc(-c2cccs2)nc2ccccc12)NCc1ccco1	4	8	-3	0	1	-2	4	-13	-1.2
COc1ccc(S(=O)(=O)N2CCCC(C(=O)Nc3cccc(C(C)=O)c3)C2)cc1 (centres undefined)	-12	-27	-28	1	8	5	0	-2	0.1
O=C(Nc1ccc(Cl)c(-c2nc3ccccc3[nH]2)c1)c1cccnc1	-8	-25	-16	3	2	3	1	-10	-1.9
CCOC(=O)C1CCN(C(=O)Nc2cccc(OC)c2)CC1	-35	-3	8	.	-4	1	1	-1	1.3
COc1cc(OC)cc(N(C(=O)CNC(=O)c2cccs2)C(C(=O)NCC2CCCO2)c2ccc(OC)c(OC)c2)c1 (centres undefined)	10	-6	11	-3	2	-2	0	-5	1.8
Cc1ccc2nc(NCC(=O)NN)nc(-c3ccccc3)c2c1	0	-5	15	.	-3	0	18	-6	2.1
Cn1c(S(=O)(=O)c2ccc([N+](=O)[O-])cc2)nc(Br)c1Br	-30	-9	11	.	-2	5	4	0	1.4
O=C(CCC(=O)N(c1ccc(F)cc1)C(C(=O)NC1CCCC1)c1ccncc1)Nc1cccnc1 (centres undefined)	6	10	-5	-2	0	-4	-2	1	0.1

Compound profiles (already shown). Values in the order: NPY2 pot ag	S1P4 antagonist	NPY-Y1 PAM-ag	NPY-Y1 antag	BaF3 parental	Ba/F3 V617F tox	Runt-CBFb FRET	RBBP9 inhibitor	S1P4 agonist
Listed for O=C(CCC(=O)N(c1ccc(F)cc1)C(C(=O)NC1CCCC1)c1ccncc1)Nc1cccnc1 (centres undefined) : 6	10	-5	-2	0	-4	-2	1	0.1
Listed for CCCCCn1c(=O)[nH]c2cc(C(=O)NCCCN(CC)CC)ccc2c1=O : 20	6	3	1	0	-3	-1	-6	-1.4

Next section
smiles	NPY2 pot ag	S1P4 antagonist	NPY-Y1 PAM-ag	NPY-Y1 antag	BaF3 parental	Ba/F3 V617F tox	Runt-CBFb FRET	RBBP9 inhibitor	S1P4 agonist
CCOc1ccc(C(c2c(NC(=O)c3ccccc3)sc(C)c2C)N2CCN(C)CC2)cc1 (centres undefined)	10	-3	5	1	5	3	-4	0	-1.0
COc1ccccc1-c1cc(C(=O)N2CCN(c3ccc(F)cc3)CC2)no1	1	3	8	-1	6	1	-1	-10	0.9
Clc1ccc(CSc2nnc(CNc3cccc(Cl)c3)o2)cc1	4	2	13	1	3	-3	1	-4	1.0
O=C(COc1ccccc1)NN1C(=O)CSC1=S	-1	4	6	0	0	-2	3	0	1.0
Oc1cccc2ccc[n+](CC(O)Cn3c4ccccc4c4ccccc43)c12 (centres undefined)	15	10	21	3	5	-2	3	6	-1.9
O=C(Oc1ccc(Cl)c2cccnc12)N1CCCCC1	6	-6	3	0	9	2	0	-3	0.6
Cc1ccc(O)c(-c2cc(C(F)(F)C(F)F)[nH]n2)c1	5	-3	34	-11	9	-1	0	-8	0.4
N#Cc1c(N)nc(SCC(=O)C23CC4CC(CC(C4)C2)C3)c(C#N)c1-c1ccc(Cl)cc1	-1	-6	-9	3	1	-3	1	-5	-1.7
c1ccc2c(c1)nc(NC1CCCCC1)c1nncn12	-2	-14	9	2	6	-3	1	10	1.8

High-throughput results as filed in PubChem.
